Source: PubChem (several laboratories)
MC4R antagonist = MC4R antagonists of cAMP signaling, primary screen, cell-based, TR-FRET, antagonist arm of biased-ligand search. Melanocortin receptor 4 (Homo sapiens), P32245. MC4R-expressing cells, MTII-stimulated cAMP, LANCE TR-FRET. inhibition, % at 6.5 µM. actives 0.48% (n = 360,000);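 active means inhibition above its plate's cutoff, the mean of tested wells on that plate plus 3 SD, cut at about 29% in these data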;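 further: 0% = Melanotan II alone and 100% = Melanotan II plus saturating MCL0020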
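Material – human MC4R-expressing U2OS cells · Repeats – no replicates · Detection – TR-FRET with Eu-cAMP and labeled anti-cAMP, 671 nm · Times – compound 30 min, challenge 1 h, detection 1 h · Compound – single nominal compound dose of 6.5 µM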
H9c2 protect = cardioprotection against H2O2-induced cell death, primary screen, uHTS, H9c2 cells, ATPLite luminescence; AID 588492, 2011; actives 0.63% (n = 360,000); H9c2 cardiomyocytes, H2O2 injury protection, 2 h; protection from H2O2 cell death, % at 20 µM;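 active means compounds giving at least 50% protection of heart cells from peroxide-induced death in the single-dose screen, raw or plate-pattern-corrected value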;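 further: 0% = DMSO wells with peroxide and 100% = DMSO wells without peroxide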
Granule exo inh = LAMP-1 surface exposure blockers, TALL-104 cells – cell-based, flow cytometry, MLPCN library, primary screen; TALL-104 LAMP-1 surface exposure; cells stimulated with thapsigargin and PMA; inhibition, % at 10 µM; actives 0.66% (n = 360,000); AID 651702, 2012;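 active means inhibition above about 55%, limit read from the data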
MC4R ag barr = MC4R agonists recruiting beta-arrestin, primary screen, cell-based, luminescence, agonist arm of biased-ligand search | Melanocortin receptor 4 (Homo sapiens), P32245 | U2OS MC4R beta-arrestin complementation; percent of melanotan II response, DMSO zero | activation, % at 8.9 µM | actives 0.98% (n = 360,000);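 active means activation above a per-plate cutoff, the mean activation of sample wells on that plate plus 3 SD, cut at about 8% in these data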
m5-HT2A agonist = mouse Htr2a agonists via beta-arrestin recruitment, primary screen, cell-based, luminescence; CHO-K1 mHTR2A beta-arrestin complementation; percent of 30 µM serotonin response; actives 0.66% (n = 360,000); activation, % at 7.6 µM; 5-hydroxytryptamine receptor 2A (Mus musculus), P35363;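 active means activation above a run cutoff, the mean activation of all tested compounds plus 3 SD, cut at about 14% in these data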;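 further: 0% = plate median of compound wells and 100% = 30 µM serotonin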
Target sequence (P35363 whole entry, looked up): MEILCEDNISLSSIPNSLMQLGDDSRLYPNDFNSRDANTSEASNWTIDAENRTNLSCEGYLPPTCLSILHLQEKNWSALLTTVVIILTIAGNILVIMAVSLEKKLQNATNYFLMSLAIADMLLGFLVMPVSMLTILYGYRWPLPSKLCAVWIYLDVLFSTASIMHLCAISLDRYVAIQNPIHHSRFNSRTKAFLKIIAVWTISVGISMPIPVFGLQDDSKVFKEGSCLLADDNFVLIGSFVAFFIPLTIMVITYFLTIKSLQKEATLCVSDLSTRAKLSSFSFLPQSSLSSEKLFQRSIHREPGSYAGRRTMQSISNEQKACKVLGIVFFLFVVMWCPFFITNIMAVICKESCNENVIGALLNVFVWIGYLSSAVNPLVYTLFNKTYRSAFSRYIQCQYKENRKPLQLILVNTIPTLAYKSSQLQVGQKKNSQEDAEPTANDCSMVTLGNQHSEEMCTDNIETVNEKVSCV
CaV13 ICDI inh = Disruptors of the CACNA1D IQ motif to Ca2+-dependent inactivation inhibitor domain association, primary screening, Förster resonance energy transfer in intact living …; HEK cells, CFP/YFP FRET ICDI-IQ, plate reader, 10 min; percent FRET-ratio fall versus neutral wells; inhibition, % at 12.3 µM; actives 0.098% (n = 340,000);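 active means mean replicate inhibition of at least 30% and at least 1% of replicates passing that level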;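 further: 0% = median of the neutral control wells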
ABCB6 inh MLPCN = ABCB6 transporter inhibitors, primary screen, K562-ABCB6 cells, flow cytometry, MLPCN library; fluorescence ratio to DMSO, % at 10 µM; K562-ABCB6 porphyrin accumulation, 1 h; hits give low values; AID 602162, 2011; actives 0.19% (n = 360,000);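 active means fluorescence ratio to DMSO below 75%, the collection mean minus 3 SD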;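 further: signal is porphyrin accumulated inside mitochondria; 100% equals median channel fluorescence of DMSO control wells; lower ratio means ABCB6 inhibition with less porphyrin fluorescence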
Glyco luc inh = increase of ERlucT glycosylation luciferase signal, primary screen, N-linked glycosylation inhibitor project, D54 ERlucT cells, luminescence, set 2 | D54 ERlucT glycosylation luciferase reporter, 24 h; percent of 100 nM tunicamycin response | reporter increase, % at 12.5 µM | actives 0.23% (n = 360,000) | AID 588692, 2011;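 active means mean luciferase reporter signal, scaled so untreated is 0 and the glycosylation-blocking control 100, at or above a set limit in every replicate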;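 further: luciferase carries N-glycosylation sites so blocking glycosylation raises the light; 0% = median of neutral control wells and 100% = median of 100 nM tunicamycin wells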
ABHD5-PLIN5 inh = ABHD5-PLIN5 interaction inhibitors, primary screen, cell lysate, split luciferase complementation, luminescence; Perilipin-5 (Homo sapiens) + 1-acylglycerol-3-phosphate O-acyltransferase ABHD5 (Homo …; Split G. princeps luciferase complementation, 4 h; inhibition, % at 4 µM; actives 0.78% (n = 360,000);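 active means inhibition above the mean inhibition across every tested compound plus 3 SD, cut at about 22% in these data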;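 further: 0% = DMSO only wells and the 100% control is not disclosed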
PDI inh = inhibitors of human PDI, primary screen, biochemical, turbidity, single point, plate reader; inhibition, % at 10 µM; Protein disulfide-isomerase (Homo sapiens), P07237; PDI insulin aggregation turbidity, A650, 90 min; AID 588391, 2011; actives 0.052% (n = 350,000);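 active means mean inhibition across replicates of 30% or more, whatever share of single replicates reach that level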;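 further: absorbance from insulin aggregation driven by PDI reduction with DTT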
Target sequence (P07237 whole entry, looked up): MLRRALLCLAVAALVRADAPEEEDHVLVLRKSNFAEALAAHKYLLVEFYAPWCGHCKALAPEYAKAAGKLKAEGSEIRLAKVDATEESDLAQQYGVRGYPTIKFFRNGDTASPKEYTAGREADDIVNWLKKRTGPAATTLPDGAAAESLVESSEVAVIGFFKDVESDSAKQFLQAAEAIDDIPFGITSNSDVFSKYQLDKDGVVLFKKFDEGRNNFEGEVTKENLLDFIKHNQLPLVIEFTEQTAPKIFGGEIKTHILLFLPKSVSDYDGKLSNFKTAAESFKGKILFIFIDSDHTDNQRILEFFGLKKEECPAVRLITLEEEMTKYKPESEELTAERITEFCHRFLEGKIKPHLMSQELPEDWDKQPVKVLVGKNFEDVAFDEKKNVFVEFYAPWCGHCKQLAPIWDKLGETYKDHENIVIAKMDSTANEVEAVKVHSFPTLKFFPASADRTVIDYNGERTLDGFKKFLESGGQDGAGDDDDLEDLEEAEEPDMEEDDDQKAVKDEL
Starred values were filed as active, the others as inactive; · = not tested or not shown.

SMILES	MC4R antagonist	H9c2 protect	Granule exo inh	MC4R ag barr	m5-HT2A agonist	CaV13 ICDI inh	ABCB6 inh MLPCN	Glyco luc inh	ABHD5-PLIN5 inh	PDI inh
COC(CNC(=O)c1ccc2c(=O)n(Cc3ccc(Cl)cc3)c(=S)[nH]c2c1)OC	2	-12	1	7.2	2	-4	96	1	-6	-5
O=C(NCCCN1CCOCC1)c1sc2ccccc2c1Cl	-2	-1	1	1.5	-3	-7	102	0	2	7
COc1ccc(-c2nc3c4ccccc4ccn3c2Cc2cccc(Cl)c2)cc1OC	·	1	3	·	-9	-7	108	0	6	·
CCCNC(=O)N1CCN(C(c2ccccc2)c2ccccc2)CC1	-4	2	1	-2.3	-8	-2	88	-1	-4	-23
COC(=O)Cc1c(C)nc2nc(NCc3ccccc3OC)[nH]n2c1=O	9	2	0	3.4	3	·	103	-1	-1	-7
CC(=O)c1cnc(SCc2ccc(Cl)cc2)nc1C	-1	-8	0	0.4	7	-7	102	-2	0	-7
CCN(Cc1cc2cc(C)ccc2[nH]c1=O)C(=O)c1cccc([N+](=O)[O-])c1	5	1	-3	-1.9	1	2	102	4	2	0
O=C(CCc1nc(-c2ccccc2)no1)NCc1ccco1	9	8	0	-0.7	9	0	100	-3	15	0
CCC(c1nnnn1CCc1ccccc1)N(Cc1ccco1)Cc1cc2c(C)ccc(C)c2[nH]c1=O (centres undefined)	10	9	7	0.2	5	-5	108	-5	-2	-11
O=S1(=O)C=C(Oc2ccc3ccccc3c2)c2ccccc21	-1	-10	0	-1.6	5	·	99	0	5	-2
O=C(O)c1sc2cccc(Cl)c2c1Cl	10	0	-1	-0.6	0	-9	103	0	-5	9
O=C(COc1ncnc2ccccc12)Nc1cc(S(=O)(=O)N2CCOCC2)ccc1Cl	19	-1	-2	-1.6	1	-2	95	2	2	0
Cc1c(N=C2N=C(NC(=O)c3cccs3)c3ccccc32)c(=O)n(-c2ccccc2)n1C	-7	-3	-1	-1.2	4	-2	192	-3	-2	1
COc1ccc(S(=O)(=O)N(CCC#N)Cc2ccco2)cc1OC	15	12	5	1.0	3	-4	99	0	-1	4
CCOc1ccccc1NC(=O)CSCC(=O)Nc1ccccc1	2	3	-1	-0.5	-1	-3	97	1	3	11
Cc1cc2ccccn2c1C(=O)c1ccc(S(=O)(=O)N(C)C)cc1	2	-8	-4	0.4	-3	-7	93	-2	-6	-5
COc1cccc(NC(=O)NNS(=O)(=O)c2ccc(OC)cc2OC)c1	4	2	-7	-2.6	-3	-3	97	1	1	1
Cc1ccc(SCc2[nH]nc3c2C2(C(=O)Nc4ccc([N+](=O)[O-])cc42)C(C#N)=C(N)O3)cc1 (centres undefined)	1	3	4	-0.9	5	-8	94	2	8	4
O=C(O)c1cccc(NC(=O)c2ccc(N3C(=O)c4ccc(C(=O)Nc5cccc(C(=O)O)c5)cc4C3=O)cc2)c1	6	4	-10	-1.6	-1	-4	92	3	7	-6
Cc1nc2c(c(=O)n1CCC1=CCCCC1)c1nc3ccccc3nc1n2/N=C/c1ccccc1	7	109*	1	-2.2	3	·	93	-2	5	-7
COc1ccc2[nH]cc(CCNC(=O)CS(=O)(=O)Cc3ccccc3)c2c1	-4	2	7	-1.6	-3	-4	99	1	3	8
C=CCn1c(-c2csc3c2CCC(C)C3)n[nH]c1=S (centres undefined)	14	-6	-4	-0.1	0	-3	87	4	-7	-3
CCCn1c(SCC(=O)Nc2nnc(C)s2)nnc1-c1ccoc1C	2	6	14	-1.6	-1	-5	140	-1	-2	-8
[S-]c1nnc(-c2ccc(Br)cc2)n1-c1ccccc1.[Zn+2]	0	-2	1	-1.4	4	-4	89	0	-7	-7
COc1ccc(Cl)c2c1[nH]c1nc(SCc3ccccn3)nnc12	6	64*	11	-2.5	-5	1	87	-1	6	1
(next part)
SMILES	MC4R antagonist	H9c2 protect	Granule exo inh	MC4R ag barr	m5-HT2A agonist	CaV13 ICDI inh	ABCB6 inh MLPCN	Glyco luc inh	ABHD5-PLIN5 inh	PDI inh
O=C1C2C3c4ccccc4C(c4ccccc43)C2C(=O)N1c1ccncc1 (centres undefined)	-7	-8	0	-2.5	-2	5	92	0	3	3
Cc1[nH]c(C)c(S(=O)(=O)NCCc2ccccc2)c1C(=O)N1CCCCC1	3	-1	2	-4.5	-2	-7	100	0	-2	1
COc1ccc(CNC(=O)C2CC(c3ccc(F)cc3)=NO2)cc1 (centres undefined)	-3	-3	13	-0.3	0	-10	103	0	-2	-3
CCCN1Cc2cccc(C(=O)Nc3ccc(CN4CCCC4)cc3)c2C1=O	8	9	0	0.0	-2	-18	105	-6	2	-5
Cc1ccc(C(=O)NCC(=O)OCC(=O)Nc2ccccc2[N+](=O)[O-])cc1	15	3	1	-1.2	4	-4	95	0	5	6
CCOC(=O)C1CCN(C(=O)C2(NC(=O)NC3CCCCC3)CCCCC2)CC1	-7	1	2	-2.3	2	8	91	-1	0	3
O=C(OCc1cn([C@@H]2CN(C(=O)c3cccs3)[C@@H](c3ccccc3)C[C@H]2O)nn1)c1ccccc1	3	23	7	-1.6	5	-10	99	1	2	-2
COc1ccc(NC2CS(=O)(=O)CC2NCc2ccco2)cc1 (centres undefined)	-1	-2	-2	-0.3	-1	-5	96	1	7	-8
Cc1cc(C)c2oc(=O)cc(CN3CCC(C)CC3)c2c1	-1	-8	13	1.1	0	-7	136	-3	6	10
CCCOc1ccc(Cc2nc(N)nc(N)n2)cc1	-1	-9	4	0.4	2	-9	98	6	19	4
CCOC(=O)n1c(=O)n(Cc2c(Cl)cccc2Cl)c2ccccc21	2	-14	-4	-0.7	2	-5	93	0	-1	-13
O=C1c2ccccc2NC(c2ccccc2Cl)N1N=C1CCCCCC1 (centres undefined)	8	-24	-22	3.6	-1	-5	103	-5	-4	-1
CC1CCN(CCCNC(=O)c2cc3c(s2)-c2ccccc2OC3)CC1	9	6	8	-1.1	-6	-3	101	-5	17	1
COCC(C)OC(=O)C(C#N)c1nc2ccccc2nc1N1CCN(Cc2ccccc2)CC1 (centres undefined)	-1	13	0	1.1	-5	0	121	-4	12	-5
CN(CC(=O)NCc1cccs1)CC(=O)Nc1ccc(F)c(F)c1F	-4	3	-1	-4.0	3	-6	105	0	2	-3
FC(F)(F)c1ccncc1-c1nnnn1-c1ccc(Cl)cc1	1	6	4	1.4	3	-4	99	2	3	18
O=C(NC(Cc1ccccc1)c1nc2ccccc2[nH]1)c1ccc(Cl)c([N+](=O)[O-])c1 (centres undefined)	19	-10	4	-1.8	-6	-7	104	-2	-6	1
Cc1nnc(SCCn2c(N3CC(C)CC(C)C3)nc3c2c(=O)n(C)c(=O)n3C)s1 (centres undefined)	-1	-1	-2	-2.3	-1	-6	94	3	-4	-2
Cc1ccc(C(=O)Oc2ccc(C(=O)COC(=O)c3cnccn3)cc2)cc1	3	2	2	0.9	0	-5	95	1	4	7
O=C(O)CCC(=O)Nc1ccc(SSc2ccc(NC(=O)CCC(=O)O)cc2)cc1	11	2	0	-1.0	7	-18	96	-1	44*	11
CN(C(=O)COC(=O)c1cc([N+](=O)[O-])ccc1N1CCOCC1)C1CCCCC1	-4	0	5	-0.3	-4	-5	97	1	-5	9
COC(=O)c1cccnc1-n1c(=O)c2cccnc2n(Cc2ccc(Cl)cc2)c1=O	0	6	-1	-2.8	-4	-8	91	1	0	-6
CCN(CC)CCCCNc1ncc2cc(-c3cc(OC)cc(OC)c3)c(NC(=O)NC(C)(C)C)nc2n1	0	-39	5	-0.8	0	-4	103	-7	-8	6
COC(=O)c1ccc(CSc2nnc(C)s2)cc1	-5	-7	7	0.6	0	0	101	-1	-1	5
Cc1cc(C)cc(C(=O)N2CCN=C2c2ccccc2)c1	3	-1	-4	-0.2	3	-4	105	1	4	2
Additional records follow.
SMILES	MC4R antagonist	H9c2 protect	Granule exo inh	MC4R ag barr	m5-HT2A agonist	CaV13 ICDI inh	ABCB6 inh MLPCN	Glyco luc inh	ABHD5-PLIN5 inh	PDI inh
COc1cc(OC)cc(N(C(=O)c2ccco2)C(C(=O)NC2CCCC2)c2ccc(N(C)C)cc2)c1 (centres undefined)	7	7	3	-1.8	-5	·	102	-3	-3	-4
CN1CC=C2C(C#N)=C(N)C(C#N)(C#N)[C@H](c3cccs3)[C@H]2C1	5	5	2	0.9	6	·	96	2	6	-3
COc1ccc(-n2cnc3scc(-c4ccc(OC)c(OC)c4)c3c2=O)cc1	0	-2	-4	0.9	-1	-4	100	-1	9	-4
COc1ccc(NC(=O)C(Cc2ccccc2)n2cccc2)c(OC)c1 (centres undefined)	1	-6	-5	0.4	-4	-6	94	-3	-3	-3
COCCCNCCOCCOc1ccccc1-c1ccccc1	-1	6	0	-1.4	-5	-2	99	-2	-3	-1
Nc1nc2n(n1)C(c1cccs1)CC(c1ccc(Br)cc1)N2 (centres undefined)	4	24	-1	-0.7	-10	-5	101	4	0	-1
COc1ccc(C2CC2/C(C)=N/OC(=O)c2cccs2)cc1 (centres undefined)	4	-3	-1	-2.7	-1	-2	94	-1	5	6
CCCOc1ccc(NC(=O)CC2Nc3ccccc3NC2=O)cc1 (centres undefined)	1	4	4	-4.2	-3	-3	85	2	-1	-1
CC(=O)c1ccc(NC(=S)NCCc2ccccn2)cc1	8	1	4	-1.6	1	-18	92	2	1	6
CC(=O)Nc1ccc(/C(N=Nc2ccccc2)=N/N=C(N)N)cc1	1	5	-13	-1.6	-8	-5	96	1	-1	-4
CSc1ccccc1C(=O)NCCc1ccc(S(=O)(=O)N2CCCCC2)cc1	7	-4	-3	-0.8	-2	-7	94	-1	3	-3
Cn1ccnc1C(=O)c1ccccc1Cl	-6	-2	-5	-1.1	-2	-4	96	0	-1	14
CCCCCCC(=O)NNC(=O)CC(=O)Nc1ccccc1C(=O)O	-3	-2	-4	1.0	4	-7	99	3	15	-5
CC1(C)C(=O)OC(/C=C\c2cccc([N+](=O)[O-])c2)C(C)(C)C1=O (centres undefined)	-7	2	-1	-2.0	0	-4	98	2	4	8
